IMPase Li inh = IMPase inhibition in cells with lithium potentiation; CHO-M1 cells, IP1 TR-FRET (IP-One), carbachol + lithium; actives 0.35% (n = 210,000); Potency, µM (series often up to 59.4 µM), inactives show top-dose activity, negative = IMPase inhibition, hits mostly inhibitors;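 note: IP1 builds up when IMPase is blocked and the TR-FRET signal falls; potency is the fitted concentration of half-maximal effect; plate controls were basal vehicle for no effect and high inhibitor control for full effect; nearly all actives have a fitted effect of over 50% in size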
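Lithium-sensitised IP1 accumulation assay; M1-expressing CHO cells treated 30 min at 37C with compound. Competitive antibody detection by time-resolved FRET followed a 10 min room-temperature lysis step.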
KinaseGlo FLuc = counter-screen: inhibitors of Kinase-Glo firefly luciferase. Q27757. Kinase-Glo luciferase, ATP luminescence, 8 min. Potency, µM (top dose mostly 38.3 µM), for the others: top-dose activity change, negative = inhibition, hits mostly inhibitors. actives 0.28% (n = 200,000); note: potency is the fitted concentration of half-maximal effect; % is set by controls: 0 for no effect and ±100 for the full control effect; nearly all actives have a fitted effect of over 60% in size
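Kinase-Glo luciferase light output from ATP and luciferin was measured with 10 uM ATP, within the enzyme's linear range. Buffer: 50 mM imidazole pH 7.2, 50 mM KCl, 7 mM MgCl2, 0.01% Tween 20, 0.05% BSA; luminescence read after 8 min at ambient temperature.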
Epigenetic derep = derepresses silenced GFP reporter in murine cells; Potency, µM (doses to about 53.9 µM), for the others: at the top dose GFP activation, actives largely listed as activators; murine LDR cells, GFP reporter derepression, 30 h; AID 1865; actives 0.2% (n = 280,000); note: potency is the fitted concentration of half-maximal effect; % of control where 0% means no effect; nearly all actives have a fitted effect of over 60% in size
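Murine LDR cells bearing a silenced CMV-driven GFP reporter were exposed to compound for 30 h at 37 C. After PBS washes, GFP-positive cells (20-120 um objects) counted by laser-scanning microplate cytometry.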
CBFb-RUNX1 inh = inhibitors of human CBF-beta and RUNX1 interaction | Potency, µM (titrated, usually from 59.8 µM), for the others: at the highest dose activity, negative = inhibition, hits mostly inhibitors | AlphaScreen CBFb-His/RUNX1-biotin binding, biochemical | 230,000 tested, under 10 active; note: % of control where 0% means no effect
Target sequence (Q01196 whole entry, looked up): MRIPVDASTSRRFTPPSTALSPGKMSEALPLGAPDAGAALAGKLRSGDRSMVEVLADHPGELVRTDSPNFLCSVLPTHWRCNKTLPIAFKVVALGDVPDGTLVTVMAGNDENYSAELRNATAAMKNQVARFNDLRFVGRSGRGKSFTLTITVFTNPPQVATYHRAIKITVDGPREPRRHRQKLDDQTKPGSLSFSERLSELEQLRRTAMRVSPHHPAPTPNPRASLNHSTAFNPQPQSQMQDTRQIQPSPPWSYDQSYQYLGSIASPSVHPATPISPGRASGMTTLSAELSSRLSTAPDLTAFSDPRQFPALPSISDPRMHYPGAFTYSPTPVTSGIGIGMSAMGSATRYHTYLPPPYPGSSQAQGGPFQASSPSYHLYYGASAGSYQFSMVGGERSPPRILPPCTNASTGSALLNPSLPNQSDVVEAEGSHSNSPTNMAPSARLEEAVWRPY
Target sequence (Q13951 whole entry, looked up): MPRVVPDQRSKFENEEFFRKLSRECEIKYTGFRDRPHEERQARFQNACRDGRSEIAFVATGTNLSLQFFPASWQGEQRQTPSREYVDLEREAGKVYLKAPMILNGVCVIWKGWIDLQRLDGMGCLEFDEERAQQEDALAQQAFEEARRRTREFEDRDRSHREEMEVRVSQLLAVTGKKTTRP
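Room-temperature protein-protein interaction test with 30 nM each of His-tagged CBF-beta and biotinylated RUNX1, 15 min with compound, then 90 min with nickel plus streptavidin beads. Signal read in AlphaScreen mode.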
NPSR antag = antagonists of human neuropeptide S receptor cAMP signaling; AID 1461; actives 1% (n = 220,000); Potency, µM (series often up to 38.3 µM), without a hit: at the top dose activity change, negative = inhibition, usual class: inhibitors; CHO-NPSR cells, cAMP TR-FRET, antagonist mode; Q6W5P4; note: potency is the fitted concentration of half-maximal effect; % is set by controls: 0 for no effect and ±100 for the full control effect; nearly all actives have a fitted effect of over 50% in size; many of its hits are not listed in these tables
Target sequence (Q6W5P4 whole entry, looked up): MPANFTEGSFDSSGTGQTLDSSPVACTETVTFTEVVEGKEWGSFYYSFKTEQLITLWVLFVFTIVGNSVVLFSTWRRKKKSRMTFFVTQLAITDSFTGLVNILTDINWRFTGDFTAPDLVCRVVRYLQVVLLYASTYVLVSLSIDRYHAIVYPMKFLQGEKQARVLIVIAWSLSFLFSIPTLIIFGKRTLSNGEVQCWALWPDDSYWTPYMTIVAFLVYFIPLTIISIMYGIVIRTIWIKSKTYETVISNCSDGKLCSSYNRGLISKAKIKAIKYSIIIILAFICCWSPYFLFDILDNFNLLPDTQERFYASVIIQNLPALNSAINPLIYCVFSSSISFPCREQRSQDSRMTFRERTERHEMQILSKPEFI
HTT aggregate = inhibitors of mutant huntingtin aggregate formation in PC12 cells; PC12 HttQ103-GFP aggregates, Acumen cytometry, 40 h; Potency, µM (series often up to 46.1 µM), for inactives: top-dose activity change, negative = inhibition, hits mostly inhibitors; actives 1.1% (n = 220,000); note: potency is the fitted concentration of half-maximal effect; % is set by controls: 0 for no effect and ±100 for the full control effect; nearly all actives have a fitted effect of over 60% in size
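Steps: seed 1500 PC12 HTTQ103-GFP cells/well; add tebufenozide, 100 nM final; add compound titration; add ATPLite reagent; quantify GFP aggregates by laser scanning cytometry.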
L3MBTL1 inh = blocks human L3MBTL1. Q9Y468. AlphaScreen L3MBTL1–H3K9me1 peptide binding. Potency, µM (highest dose often 57.1 µM), inactives show top-dose activity, negative = inhibition, actives largely listed as inhibitors. actives 0.66% (n = 230,000). AID 485360; note: potency is the fitted concentration of half-maximal effect; % is set by controls: 0 for no effect and ±100 for the full control effect; nearly all actives have a fitted effect of over 60% in size
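Displacement of a biotinylated histone H3(1-15) peptide monomethylated at Lys9 (75 nM) from L3MBTL1 (50 nM) was measured by AlphaScreen after a 30 min room-temperature compound incubation; cefsulodin titration served as intraplate control.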
Numbers without * were called inactive; ? = inconclusive; / = not tested or not shown; [ ] = another dose, or the depositor's remark. Calls come from the whole dose curve; as a rule, active = well fitted curve in the direction sought with a large enough effect; inconclusive = small, poorly fitted or top-dose-only effect, or another doubt; inactive = no such curve, though single readings can be large; an effect the other way counts as inactive or inconclusive. This is a subset (hit frequency here may not be typical).

#	Molecule	IMPase Li inh	KinaseGlo FLuc	Epigenetic derep	CBFb-RUNX1 inh
1	Cn1cnnc1SCC(=O)N1N=C(c2ccc(Cl)cc2)CC1c1ccco1 (stereo unspecified)	-2%	-3%	0.9%	-2%
2	CCN(CC)CCNC(=O)c1cc2cc(Br)ccc2s1	-2%	-3%	-0.5%	6%
3	Cc1c(C(=O)O)oc2ccc(S(=O)(=O)NCc3ccccc3)cc12	-7%[38.3 µM]	1%	0.7%	-4%
4	CCOC(=O)C1CCCN(C(=O)/C=C/c2ccc([N+](=O)[O-])cc2)C1 (stereo unspecified)	8%	2%	-1.0%	-1%
5	Cc1nn2cc(-c3ccc(Cl)cc3)cnc2c1Br	-18%	-22%	-1.4%	-3%
6	CCCC[C@H](CC)CN=C(N)NC(N)=NCCCCCCN=C(N)NC(N)=NC[C@@H](CC)CCCC	0%	-1%[17.1 µM]	1.4%[16.9 µM]	8%[21.7 µM]
7	CCN(CC)C(=O)C(=O)Nc1cccc(Br)c1	2%	-7%	1.0%	1%
8	CCN(CC)CCOCCOc1cc(C)c(Cl)c(C)c1	32%[activator][38.3 µM]	-1%	2.8%	1%

#	NPSR antag	HTT aggregate	L3MBTL1 inh
1	45%	10%	-28%
2	-5%	-11%	23%
3	-9%[46.1 µM]	0%	-1%
4	3%	-12%	17%
5	-31%	-1%	40%[activator]
6	/	/	/
7	5%	-2%	0%
8	6%[46.1 µM]	-6%[9.22 µM]	/

Going on with the list:
#	Molecule	IMPase Li inh	KinaseGlo FLuc	Epigenetic derep	CBFb-RUNX1 inh
9	Cn1c(Cc2cccs2)n[nH]c1=S	22%[38.3 µM]	3%	0.0%	5%
10	Cn1c(Sc2ccc(C(=O)O)cc2[N+](=O)[O-])nnc1-c1ccccc1	1%	3%	-0.9%[10.1 µM]	6%
11	CCc1nc2ccccc2n1Cc1cc(=O)n2cc(C)ccc2n1	5%[38.3 µM]	-1%	1.5%	4%
12	CCOC(=O)N1CCN(S(=O)(=O)c2ccc(C(=O)Nc3nnc(CC)o3)cc2)CC1	-5%	18%	-2.4%	-25%
13	O=C(Nc1ccc([N+](=O)[O-])c(NC(=O)C2CCCO2)c1)C1CCCO1 (stereo unspecified)	2%	-1%	1.0%	7%
14	CCN(c1ccccc1)S(=O)(=O)c1ccc(C(=O)Nc2nnc(-c3ccco3)o2)cc1	6%	11%	-4.6%	-23%
15	O=C(O)c1nc2ccccc2nc1C(=O)O	-7%[38.3 µM]	-5%	-1.1%	2%
16	COc1ccc(-c2cc(C(=O)Nc3ccc(S(=O)(=O)Nc4onc(C)c4C)cc3)c3ccccc3n2)cc1	/	/	6.4%	-11%

#	NPSR antag	HTT aggregate	L3MBTL1 inh
9	-9%[46.1 µM]	-20%	/
10	7%	18%[9.22 µM]	13%
11	1%[46.1 µM]	2%	5%
12	-1%	4%	?
13	12%	-13%	?
14	-22%	?	/
15	-3%[46.1 µM]	-9%	-1%
16	34%	1%[9.22 µM]	-24%

Further records
#	Molecule	IMPase Li inh	KinaseGlo FLuc	Epigenetic derep	CBFb-RUNX1 inh
17	O=C(Nc1ccc(F)c(F)c1)c1ccco1	6%	-3%	2.2%	-5%
18	CCC1=NN2C(=N)/C(=C\c3cccn3-c3ccc(C)cc3C)C(=O)N=C2S1	-5%	10%	1.3%	-13%
19	CC(C)COC(=O)Cc1c(O)c2ccccc2[nH]c1=O	8%[38.3 µM]	-1%	2.9%	4%
20	Cc1[nH]c2c(C)cccc2c1CCNS(=O)(=O)c1cccc([N+](=O)[O-])c1	5%	3%	-2.2%	-17%
21	NC(=O)c1nn(-c2ccccc2)nc1N	?	-5%	1.2%	0%
22	COC(=O)c1ccc(C(=O)OC)c(NC(=O)Oc2ccccc2)c1	-2%	-5%	-1.0%	4%
23	CC(=O)C1=C(C)NC(C)=C(C(C)=O)C1c1cn(-c2ccccc2)nc1-c1cccs1	0%	0%	-1.0%	0%
24	COc1ccccc1CN(C(=O)CCl)C(C(=O)NC1CCCCC1)c1ccncc1 (stereo unspecified)	15%	1%	-1.1%	-1%

#	NPSR antag	HTT aggregate	L3MBTL1 inh
17	10%	-6%[9.22 µM]	-18%
18	-54%	-1%	-22%
19	5%[46.1 µM]	-5%	4%
20	-34%	11%	-4%
21	-18%[46.1 µM]	-1%	/
22	18%	-8%	22%
23	-21%[46.1 µM]	0%	-8%
24	13%	15%	-2%

New compounds follow
#	Molecule	IMPase Li inh	KinaseGlo FLuc	Epigenetic derep	CBFb-RUNX1 inh
25	COc1cccc(NC(=O)/C=C/c2ccc([N+](=O)[O-])cc2)c1	/	/	-0.4%	-24%
26	Cc1cc(C)c2c(=O)[nH]c(SCC(=O)Nc3ccccc3)nc2n1	-5%[38.3 µM]	0%	-2.9%	8%
27	CCN(CC)CCOC(=O)c1cccc(OC)c1	13%[38.3 µM]	-4%	-1.7%	8%
28	Cc1ccc(C2=N/C(=C/c3cccs3)C(=O)N2Nc2ccccc2)cc1	45%[activator][38.3 µM]	-3%	-0.8%	?
29	CCN(CC)CC(=O)c1c[nH]c2ccc(OC)cc12	-1%[38.3 µM]	-2%	-1.2%	-1%
30	COc1ccccc1OCC(=O)OCC(=O)NCCN1C(=O)CSC1=O	-1%[38.3 µM]	-3%	-1.1%	-1%
31	Cc1nc(Nc2nc3ccccc3o2)nc(C)c1C	3%	11µM*	2.2%	-15%
32	CCC1(c2ccccc2)NC(=S)N(c2ccc(C)c(C)c2)N1 (stereo unspecified)	7%	3%	-4.1%	-10%

#	NPSR antag	HTT aggregate	L3MBTL1 inh
25	-5%	9%[9.22 µM]	/
26	-12%[46.1 µM]	12%	-2%
27	3%[46.1 µM]	-11%	4%
28	?	12%	/
29	-4%[46.1 µM]	18%	-4%
30	2%[46.1 µM]	12%	4%
31	18%	-11%	26%
32	-7%	-2%	-5%

Additional entries follow.
#	Molecule	IMPase Li inh	KinaseGlo FLuc	Epigenetic derep	CBFb-RUNX1 inh
33	Cc1ccc2nc(Cl)c(CN(Cc3cccs3)C(=O)C3CC3)cc2c1	37%[activator][38.3 µM]	3%	2.5%	17%
34	O=C(O)CCc1ccc(-c2ccccc2)n1CC1CCCO1 (stereo unspecified)	6%[38.3 µM]	1%	2.2%	3%
35	Cc1ccc(S(=O)(=O)N(C)CCCC(=O)Nc2ccncc2)cc1	8%[38.3 µM]	-2%	-2.2%	-1%
36	O=C(CN1C(=O)c2ccccc2C1=O)Nc1cccc([N+](=O)[O-])c1	-7%	0%	1.1%	4%
37	COc1cc2oc(=O)cc(-c3ccc(-c4ccc(C)cc4)cc3)c2c(OC)c1OC	?	-3%[39.9 µM]	6.7%	-9%
38	C=CCSc1nnc2c(n1)OC(C)=Nc1ccc(Br)cc1-2	3%	1%	-2.1%	2%
39	O=C(Nc1ccncc1)c1ccc2c(c1)C(=O)N(CC1CCCO1)C2=O (stereo unspecified)	-4%	3%	1.1%	1%
40	CCOC(=O)c1cc(-c2ccccc2)n(CCC(=O)NC(C)CC)c1C (stereo unspecified)	4%	-1%	-1.0%	-9%

#	NPSR antag	HTT aggregate	L3MBTL1 inh
33	-25%[46.1 µM]	-8%	1%
34	-6%[46.1 µM]	-5%	5%
35	-2%[46.1 µM]	?	/
36	-20%	4%	5%
37	/	/	4%
38	-4%	13%	10%
39	10%	15%	0%
40	-11%[46.1 µM]	0%	19%

New compounds follow.
#	Molecule	IMPase Li inh	KinaseGlo FLuc	Epigenetic derep	CBFb-RUNX1 inh
41	CCN(CCC(=O)Nc1ccc(Br)c(C)c1)Cc1ccccc1	28%[38.3 µM]	-2%	-1.4%	5%
42	Cc1cccc(C(=O)NCCC(=O)Nc2nc(C)c(Cc3ccc4c(c3)OCO4)s2)c1	10%	2%	-1.1%	1%
43	O=C(CSc1ncnc2ccccc12)NCc1ccco1	-4%	-2%	1.2%	-7%
44	Cc1ccc(S(=O)(=O)Nc2cc(C(C)C)c(O)cc2C)cc1	26%[38.3 µM]	5%	-1.0%	1%
45	O=C(NCc1ccc2c(c1)OCO2)c1ccc2c(c1)C(=O)N(CC1CCCO1)C2=O (stereo unspecified)	16%[38.3 µM]	2%	-1.1%	10%
46	CC1CCCN(C(=S)SCC(=O)c2cc(Br)cc(Br)c2O)C1 (stereo unspecified)	14%	-1%	2.4%	-18%
47	N#C/C(=C\Nc1ccc(Cl)cc1)S(=O)(=O)c1ccccn1	/	/	-0.3%	1%
48	CCCC(NS(=O)(=O)c1ccc(OC)cc1)C(=O)O (stereo unspecified)	4%[38.3 µM]	-2%	0.0%	2%

#	NPSR antag	HTT aggregate	L3MBTL1 inh
41	7%[46.1 µM]	-23%	/
42	-6%	21%	4%
43	16%[46.1 µM]	24%	-18%
44	-21%[46.1 µM]	-1%	-12%
45	-19%[46.1 µM]	14%	/
46	43%	12%[9.22 µM]	-15%
47	-2%[7.67 µM]	-17%[9.22 µM]	3%
48	-13%[46.1 µM]	6%	7%

Overlap with the part before: four entries; new compounds follow.
#	Molecule	IMPase Li inh	KinaseGlo FLuc	Epigenetic derep	CBFb-RUNX1 inh
45	O=C(NCc1ccc2c(c1)OCO2)c1ccc2c(c1)C(=O)N(CC1CCCO1)C2=O (stereo unspecified)	16%[38.3 µM]	2%	-1.1%	10%
46	CC1CCCN(C(=S)SCC(=O)c2cc(Br)cc(Br)c2O)C1 (stereo unspecified)	14%	-1%	2.4%	-18%
47	N#C/C(=C\Nc1ccc(Cl)cc1)S(=O)(=O)c1ccccn1	/	/	-0.3%	1%
48	CCCC(NS(=O)(=O)c1ccc(OC)cc1)C(=O)O (stereo unspecified)	4%[38.3 µM]	-2%	0.0%	2%
49	Cc1ccc(/C=C(\C#N)C(=O)N2CCCC2)c(C)c1	-2%	-2%	8.7%	12%
50	O=C(NC1CCCC1)C(c1cccs1)N(C(=O)c1ccco1)c1ccc2c(c1)OCCO2 (stereo unspecified)	18%[38.3 µM]	2%	-0.1%	-3%
51	O=S(=O)(c1cccc(S(=O)(=O)N2CCCC2)c1)c1cccc(S(=O)(=O)N2CCCC2)c1	17%[38.3 µM]	16%	5.7%	-2%
52	COc1ccc(N=c2ssnc2Cl)cc1	2%	-1%	7.0%	-20%
53	CCc1[nH]nc2c1C(c1ccc(Br)s1)C(C#N)=C(N)O2 (stereo unspecified)	24%[38.3 µM]	-1%	75%	0%
54	CCOc1ccccc1C(=O)NC1CC2CCCC(C1)N2C1CC1 (stereo unspecified)	2%[38.3 µM]	-7%	-1.0%	7%

#	NPSR antag	HTT aggregate	L3MBTL1 inh
45	-19%[46.1 µM]	14%	/
46	43%	12%[9.22 µM]	-15%
47	-2%[7.67 µM]	-17%[9.22 µM]	3%
48	-13%[46.1 µM]	6%	7%
49	-1%	19%	/
50	-19%[46.1 µM]	3%	/
51	-17%[46.1 µM]	2%	14%
52	-18%[46.1 µM]	9%	-1%
53	-8%[46.1 µM]	-6%	-13%
54	16%[46.1 µM]	-1%	-1%
